Source: PubChem BioAssay (Southern Research Specialized Biocontainment Screening Center)
inhibitors of VEEV – inhibitors of VEEV TC-83 cytopathic effect, confirmation, Vero cells (AID 588727) | Vero cells, VEEV TC-83 cytopathic effect inhibition; higher % means a stronger effect | inhibition, % at 20 µM, or IC50 in µM where a hit was titrated | hit rate 0.13% among 350,000; in the data active = a potency from the dose series; inconclusive = inhibition mostly from about 14% at the one dose, without a potency; inactive = the rest, 99 in 100 with inhibition below about 12%; also: strong numbers were not always called active
tuberculosis growth – growth inhibition of non-replicating M. tuberculosis (AID 488890); Mycobacterium tuberculosis non-replicating, growth inhibition; higher % means a stronger effect; inhibition, % at 25 µM; hits with a dose series show IC50 in µM; hit rate 0.39% among 320,000; in the data active = a potency from the dose series; inconclusive = inhibition mostly from about 82% at the one dose, without a potency; inactive = the rest, 99 in 100 with inhibition below about 76%;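 also: plate controls were DMSO cells for no effect and high antibiotic wells for full effect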
M. tuberculosis HTS – M. tuberculosis growth inhibition, HTS (AID 449762); M. tuberculosis H37Rv growth inhibition, 7H9 media; higher % means a stronger effect; inhibition, % at 25 µM; hits with a dose series show IC50 in µM; hit rate 0.59% among 330,000; in the data active = a potency from the dose series; inconclusive = inhibition above about 70% without an active follow-up result;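 also: bacterial growth assessed after seven days of incubation; strong numbers were not always called active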
H1N1 NS1A inhibition – H1N1 influenza NS1A inhibitors, functional cell based assay (AID 504329). inhibition, % at 12.5 µM; hits with a dose series show IC50 in µM. NS1A functional cell-based assay, percent inhibition; higher % means a stronger effect. hit rate 0.3% among 340,000; in the data active = a potency from the dose series; inconclusive = inhibition above about 27% without an active follow-up result; also: strong numbers were not always called active
Salmonella PhoP GFP – PhoP regulon inhibitors, Salmonella typhi PhoP promoter GFP reporter, confirmatory (AID 1850); Salmonella Typhi PhoP-promoter GFP reporter, fluorescence, 4 h; higher % means a stronger effect; hit rate 0.33% among 310,000; one-dose inhibition, % at 50 µM; IC50 in µM for titrated hits; in the data active = a potency from the dose series; inconclusive = inhibition mostly from about 25% at the one dose, without a potency; inactive = the rest, 99 in 100 with inhibition below about 19%;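 also: 0% = induced wells with vehicle and 100% = uninduced wells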
inhibitors of VEEV 10K pilot screen – second read-out of inhibitors of VEEV, no call of its own (marks repeat the call); inhibition, %; measured here: 10K pilot screen inhibition
* hit, by the source's call; i = inactive; ? = inconclusive; · = not tested or not shown. The order is random, and some 1.6% of all compounds hit somewhere here.

SMILES | inhibitors of VEEV | tuberculosis growth | M. tuberculosis HTS | H1N1 NS1A inhibition | Salmonella PhoP GFP | others
CCOC(=O)c1c(-c2cccs2)csc1NC(=O)CN(CC)CC | i | 35.2% | -1.5% | 6.0% | 6.6%
O=C(Nc1ccc(C(=O)N2CCOCC2)cc1)C1CCCC1 | 0.2% | · | · | -31.5% | ·
S=C(NN=Cc1ccccn1)N(Cc1ccccn1)Cc1ccccn1 | 9.7% | · | · | 1.59µM* | ·
CC(NC1=CC(=O)c2cccnc2C1=O)C(O)c1ccccc1 (stereo not drawn) | 6.6% | · | · | 7.4% | ·
CS/C(N)=N/N=C/c1ccc2c(c1)OCO2 | i | 58.5% | 9.6% | 1.6% | 7.3%
CCOC(=O)Cc1csc(NC(=O)CN2CCCCC2)n1 | i | -5.6% | -1.1% | -3.3% | -5.4%
Cc1ccc(-c2nn(C)c(=O)c3ccccc23)cc1S(=O)(=O)N1CCCC1 | 10.8% | · | 1.4% | 3.8% | ·
CCCN(C1CCS(=O)(=O)C1)S(=O)(=O)c1ccc2ccccc2c1 (stereo not drawn) | 3.1% | 4.6% | 1.2% | -4.7% | ·
CC(C)(C)OC(=O)N1CCC(CC2CC(c3ccc(Cl)cc3)=NO2)(C(=O)NCC2CCCCC2)CC1 (stereo not drawn) | 2.5% | 43.0% | 55.6% | -17.0% | 0.4%
CCC(C)(C)n1nnnc1C(c1cc2cc(OC)ccc2[nH]c1=O)N1CCc2ccccc21 (stereo not drawn) | i | 42.6% | 64.6% | 5.8% | -4.6%
CCc1ccc(OC(C)C(=O)N(Cc2ccccc2)C2CCS(=O)(=O)C2)cc1 (stereo not drawn) | i | -10.4% | -4.7% | 4.2% | 0.8%
O=C(Nc1ccon1)c1cc(-c2ccccc2)nc2ccccc12 | 7.3% | 15.6% | 6.8% | -5.7% | -11.7%
COc1ccccc1N1CCN(C(=O)c2cccc(S(=O)(=O)Nc3ccccc3F)c2)CC1 | 9.5% | 22.8% | 9.2% | -3.9% | ·
CC(C)c1cc(C(=O)N2CCCC(N3CCN(c4ccccc4F)CC3)C2)nc(N)n1 (stereo not drawn) | 6.4% | 9.4% | 2.1% | 0.4% | 2.3%
C=CCN1C(=O)C(Cc2ccc(Br)cc2)S/C1=N\N=C\c1ccco1 (stereo not drawn) | 2.9% | -1.3% | -5.7% | -10.9% | -2.5% | inhibitors of VEEV 10K pilot screen=0.7

Entries from the list above containing four or more nitrogen atoms:
SMILES | inhibitors of VEEV | tuberculosis growth | M. tuberculosis HTS | H1N1 NS1A inhibition | Salmonella PhoP GFP | others
S=C(NN=Cc1ccccn1)N(Cc1ccccn1)Cc1ccccn1 | 9.7% | · | · | 1.59µM* | ·
CCC(C)(C)n1nnnc1C(c1cc2cc(OC)ccc2[nH]c1=O)N1CCc2ccccc21 (stereo not drawn) | i | 42.6% | 64.6% | 5.8% | -4.6%
CC(C)c1cc(C(=O)N2CCCC(N3CCN(c4ccccc4F)CC3)C2)nc(N)n1 (stereo not drawn) | 6.4% | 9.4% | 2.1% | 0.4% | 2.3%

The results go on:
SMILES | inhibitors of VEEV | tuberculosis growth | M. tuberculosis HTS | H1N1 NS1A inhibition | Salmonella PhoP GFP | others
COc1ccccc1OCCNC(=O)c1ccccc1OCc1c(C)noc1C | 1.3% | 12.6% | -4.2% | -6.8% | ·
Nc1nc(-c2ccc(Cl)cc2)nc(-c2ccc(Cl)cc2)n1 | 0.9% | 4.0% | 3.4% | -5.4% | -46.3%
CC1(c2cc(F)ccc2F)NC(=O)N(CC(=O)Nc2cccc(S(=O)(=O)N3CCCC3)c2)C1=O (stereo not drawn) | 3.5% | 44.4% | 2.0% | -5.6% | ·
O=C(Oc1ccc(N(C(=O)c2ccncc2)S(=O)(=O)c2ccc(Cl)cc2)cc1)c1ccncc1 | 0.7% | 15.8% | 6.0% | 3.9% | 1.9%
CCOc1ccc(OCc2ccc(C(=O)NC(C)(C)C)o2)cc1 | i | 32.1% | 10.2% | 4.0% | -0.2%
Cc1ccc(S(=O)(=O)N(CC(=O)Nc2cccc([N+](=O)[O-])c2)C2CCCCC2)cc1 | 0.6% | 35.9% | 3.7% | 4.2% | -4.0%
COc1ccc(S(=O)(=O)NC(C)C(=O)Nc2ccccc2F)cc1 (stereo not drawn) | i | 6.2% | -25.6% | 0.4% | 4.3%
Cc1ccc(S(=O)(=O)c2cccc(S(=O)(=O)N3CCCC3)c2)cc1S(=O)(=O)N1CCCC1 | 1.6% | 14.5% | -19.7% | 3.3% | -2.9%
CCOCCn1c(SCC)nc2c1c(=O)[nH]c(=O)n2C | 0.8% | -5.8% | -8.2% | 5.4% | 3.8%
C=CCn1c(SCC(=O)c2[nH]c(C)c(C(=O)OCC)c2C)nc2scc(-c3ccccc3)c2c1=O | ? | 5.8% | -3.0% | 4.8% | -5.7%
COc1ccc(C(C(=O)NC2CCCC2)N(Cc2ccccc2)C(=O)c2nsc(Cl)c2Cl)cc1 (stereo not drawn) | 1.3% | 42.1% | 14.8% | 0.4% | -14.2%
CC(C)c1cc(CNC(=O)CCc2nnc(CCCCc3ccccc3)o2)on1 | 2.9% | 25.8% | -1.0% | -25.7% | -3.9%
Cc1c(C#N)c(N)nc(Cl)c1C#N | 3.7% | -1.6% | -1.0% | 6.8% | -2.9%
Cc1ccc(OCC(=O)N2CCCCC2)c(Br)c1 | i | 31.0% | -8.3% | 2.6% | 0.1%
CCN(CC)c1nc2n(c(=O)n1)CCO2 | 3.4% | 1.4% | -3.1% | 0.8% | 7.9% | inhibitors of VEEV 10K pilot screen=0.1

4 structures already listed, ordered by SMILES length, descending:
SMILES | inhibitors of VEEV | tuberculosis growth | M. tuberculosis HTS | H1N1 NS1A inhibition | Salmonella PhoP GFP | others
C=CCn1c(SCC(=O)c2[nH]c(C)c(C(=O)OCC)c2C)nc2scc(-c3ccccc3)c2c1=O | ? | 5.8% | -3.0% | 4.8% | -5.7%
Cc1ccc(S(=O)(=O)N(CC(=O)Nc2cccc([N+](=O)[O-])c2)C2CCCCC2)cc1 | 0.6% | 35.9% | 3.7% | 4.2% | -4.0%
COc1ccc(C(C(=O)NC2CCCC2)N(Cc2ccccc2)C(=O)c2nsc(Cl)c2Cl)cc1 (stereo not drawn) | 1.3% | 42.1% | 14.8% | 0.4% | -14.2%
Cc1c(C#N)c(N)nc(Cl)c1C#N | 3.7% | -1.6% | -1.0% | 6.8% | -2.9%

Back to the main list with the 6 entries that preceded the break.
SMILES | inhibitors of VEEV | tuberculosis growth | M. tuberculosis HTS | H1N1 NS1A inhibition | Salmonella PhoP GFP | others
C=CCn1c(SCC(=O)c2[nH]c(C)c(C(=O)OCC)c2C)nc2scc(-c3ccccc3)c2c1=O | ? | 5.8% | -3.0% | 4.8% | -5.7%
COc1ccc(C(C(=O)NC2CCCC2)N(Cc2ccccc2)C(=O)c2nsc(Cl)c2Cl)cc1 (stereo not drawn) | 1.3% | 42.1% | 14.8% | 0.4% | -14.2%
CC(C)c1cc(CNC(=O)CCc2nnc(CCCCc3ccccc3)o2)on1 | 2.9% | 25.8% | -1.0% | -25.7% | -3.9%
Cc1c(C#N)c(N)nc(Cl)c1C#N | 3.7% | -1.6% | -1.0% | 6.8% | -2.9%
Cc1ccc(OCC(=O)N2CCCCC2)c(Br)c1 | i | 31.0% | -8.3% | 2.6% | 0.1%
CCN(CC)c1nc2n(c(=O)n1)CCO2 | 3.4% | 1.4% | -3.1% | 0.8% | 7.9% | inhibitors of VEEV 10K pilot screen=0.1
O=C(Cc1cccs1)OCC(=O)c1ccco1 | 1.1% | 4.2% | -2.3% | -7.2% | 1.2%
CC(=O)Nc1cccc(Nc2nc(-c3ccccc3)nc3ccccc23)c1 | 8.1% | 7.1% | -7.6% | -0.4% | -18.6%
CCC(=O)N1CCN(c2ccc(NC(=O)COc3ccc(CC)cc3)cc2)CC1 | 0.3% | ? | 5.1% | 12.1% | -8.4%
N/C(=N\OC(=O)c1cccc(F)c1)c1cccc([N+](=O)[O-])c1 | 1.1% | 79.5% | 56.3% | -4.5% | -1.8%
Cc1ccc(OCc2ccc(C(=O)Nc3ccc(C(N)=O)cc3)o2)c([N+](=O)[O-])c1 | 1.9% | 19.7% | -7.5% | -17.2% | -1.1%
COc1ccc(NC(=O)C2CC3C=CC2C3)c([N+](=O)[O-])c1 (stereo not drawn) | 0.1% | · | · | 8.2% | ·
C[C@H](NS(=O)(=O)c1ccc(Cl)cc1)C(=O)OCC(=O)N1CCOCC1 | 2.1% | -1.8% | -12.4% | -6.7% | ·
Cc1cc(C(=O)NC2CCCC(C)C2C)c2ccccc2n1 (stereo not drawn) | 3.1% | 3.9% | 0.1% | -13.5% | -0.7%
CC(C)N(C(=O)[C@H]1C[C@H](CC(=O)NCCCN(C)C)C(=O)N2CCc3c([nH]c4cc(-c5ccco5)ccc34)[C@]12C)C(C)C | 2.1% | · | · | 7.4% | ·
CC(C)CC(C)c1cc(N)nc2nc3ccccc3n12 (stereo not drawn) | 1.0% | 21.8% | -1.0% | 1.6% | -5.5%
CCN(CC)c1ccc(NC(=O)COC(=O)C2CCN(c3ccc(C(F)(F)F)cn3)CC2)cc1 | 1.6% | · | · | -0.8% | ·
O=C(Cc1ccccc1)Nc1ccc(-c2nnc(-c3ccco3)o2)cc1 | 2.7% | -16.9% | -9.8% | 4.6% | 12.1%
Cc1ccc(-n2nc(C)c(C3(O)C(=O)N(C)c4ccccc43)c2N)cc1 (stereo not drawn) | i | 38.5% | 8.1% | -0.9% | -4.5%
